ARFGAP1 inh = inhibitors of rat ARFGAP1 GAP activity, primary screen, biochemical, fluorescence polarization, GDP tracer; ADP-ribosylation factor GTPase-activating protein 1 (Rattus norvegicus), Q62848; Arfgap1-stimulated ARF1 GTP hydrolysis, GDP FP detection; inhibition, % at 16.5 µM; hit rate 0.26% among 360,000; AID 651572, 2012;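 active means inhibition above a per-plate limit, mean inhibition of low control wells plus 3 SD, cut at about 25% in these data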;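 further: 0% = DMSO wells with enzyme and 100% = wells lacking Arfgap1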
Target sequence (Q62848 1-136 limits assumed): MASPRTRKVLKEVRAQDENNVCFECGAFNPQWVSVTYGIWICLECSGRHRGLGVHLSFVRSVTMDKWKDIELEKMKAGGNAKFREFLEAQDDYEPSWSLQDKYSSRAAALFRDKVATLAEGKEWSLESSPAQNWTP
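Material – truncated rat Arfgap1 GAP domain · Buffer or medium – HEPES-based buffer, pH 7.5 · Reagent – human ARF1(Δ1-17)-GTP substrate · Dosing – 16.5 µM single point, 1.26% DMSO · Schedule – GTP hydrolysis reaction 2 h at 25 °C · Technique – GDP detection by fluorescence polarization · Benchmarks – No-Arfgap1 wells (100%) versus DMSO full-reaction wells (0%) · Repeats – single replicate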
PLCg1 inh = PLC-gamma1 enzyme inhibitors, primary screen, biochemical, fluorescence, purified enzyme | 1-phosphatidylinositol 4,5-bisphosphate phosphodiesterase gamma-1 (Homo sapiens), P19174 | fluorogenic substrate | inhibition, % at 12.2 µM | hit rate 0.84% among 370,000 | AID 720700, 2013; in the data active means inhibition above about 9.5%
ADAM17 inh = ADAM17 inhibitors, primary screen, biochemical, QFRET; Disintegrin and metalloproteinase domain-containing protein 17 (Homo sapiens), P78536; recombinant ADAM17, EDANS/DABCYL FRET peptide cleavage; inhibition, % at 6.95 µM; hit rate 0.83% among 370,000; AID 720648, 2013;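 active means inhibition above the mean of compounds lying between control limits plus 3 SD, set per campaign, cut at about 8.5% in these data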;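 further: 0% = DMSO-only wells as the low control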
LEDGF integ inh = blockers of LEDGF/p75-dependent integrase strand transfer – biochemical, TR-FRET, high throughput, primary screen; inhibition, % at 3.7 µM; hit rate 0.64% among 370,000; TR-FRET IN-LEDGF/p75 DNA integration, Eu/Cy5; AID 743269, 2014; HIV-1 integrase (with human LEDGF/p75);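 active means inhibition above the screen-wide mean plus 3 SD, cut at about 13% in these data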;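 further: signal is the Cy5 over europium emission ratio at 671 and 618 nm; 0% = plate median of compound wells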
proKLK7 act = proKLK7 zymogen activators, primary screen, biochemical, fluorescence intensity. activation, % at 7 µM. purified proKLK7, EDANS-DABCYL substrate fluorescence; 100% is mature enzyme control, 0% vehicle. hit rate 0.9% among 370,000;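 active means activation above the mean of all tested compounds plus 3 SD, computed per campaign excluding outliers beyond control limits, cut at about 13% in these data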
TDP2 absorb = human TDP2 enzyme inhibitors, primary screen, biochemical, epi absorbance, recombinant enzyme. Tyrosyl-DNA phosphodiesterase 2 (Homo sapiens), O95551. inhibition, % at 12.8 µM. AID 720702, 2013. T5PNP hydrolysis, p-nitrophenol absorbance 415 nm. hit rate 0.34% among 370,000;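 active means inhibition above the mean of all tested compounds plus 3 SD, set per campaign, cut at about 25% in these data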;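 further: 0% = DMSO with enzyme and 100% = buffer with substrate but no TDP2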
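Assay system: recombinant human TDP2 / Reagent: T5PNP substrate at 5 mM, a TopII-DNA adduct mimic / Measured by: epi absorbance from released p-nitrophenol / Evaluation: % inhibition relative to enzyme-containing and enzyme-free wells / Control set: enzyme-free and DMSO wells / Replicates: each compound tested once, singlicate / Schedule: enzyme reaction with compound for 2 h at 37 °C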
ASAP1 GAP inh = inhibitors of human ASAP1 ArfGAP activity, primary screen, biochemical, fluorescence polarization | Arf-GAP with SH3 domain, ANK repeat and PH domain-containing protein 1 (Homo sapiens), … | ASAP1-stimulated ARF1 GTP hydrolysis, GDP FP detection | inhibition, % at 16.5 µM | hit rate 0.19% among 360,000; in the data active means inhibition above about 25%;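 further: 0% = vehicle with enzyme and substrate and 100% = no enzyme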
Target sequence (Q9ULH1 325-724 limits assumed): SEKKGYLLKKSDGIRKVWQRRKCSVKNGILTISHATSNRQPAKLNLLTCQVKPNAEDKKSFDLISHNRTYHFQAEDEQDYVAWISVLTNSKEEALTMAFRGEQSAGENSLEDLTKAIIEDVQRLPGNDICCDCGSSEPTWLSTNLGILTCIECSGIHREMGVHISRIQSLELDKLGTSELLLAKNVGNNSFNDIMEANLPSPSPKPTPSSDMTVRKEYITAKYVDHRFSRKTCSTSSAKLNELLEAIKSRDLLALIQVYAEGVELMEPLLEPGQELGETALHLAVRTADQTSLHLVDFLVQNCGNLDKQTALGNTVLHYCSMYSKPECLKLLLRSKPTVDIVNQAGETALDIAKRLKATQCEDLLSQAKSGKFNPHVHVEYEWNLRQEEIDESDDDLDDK
Tn7 DDE FP = inhibitors of Tn7 peptide binding to fibrin DD(E), primary screen, biochemical, fluorescence polarization, human fibrin, Tn7 probe | Fibrinogen beta chain (Homo sapiens), P02675 | FP displacement of FITC-Tn7 peptide from fibrin DD(E); 0% = median of compound wells per plate | inhibition, % at 8.3 µM | hit rate 0.13% among 370,000 | AID 720508, 2013;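 active means inhibition above the mean of compounds falling within the control limits plus 3 SD of them, cut at about 14% in these data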;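 further: 0% = plate median of compound wells and 100% = 10 µM Aha-Tn7 peptide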
Target sequence (P02675 whole entry, looked up): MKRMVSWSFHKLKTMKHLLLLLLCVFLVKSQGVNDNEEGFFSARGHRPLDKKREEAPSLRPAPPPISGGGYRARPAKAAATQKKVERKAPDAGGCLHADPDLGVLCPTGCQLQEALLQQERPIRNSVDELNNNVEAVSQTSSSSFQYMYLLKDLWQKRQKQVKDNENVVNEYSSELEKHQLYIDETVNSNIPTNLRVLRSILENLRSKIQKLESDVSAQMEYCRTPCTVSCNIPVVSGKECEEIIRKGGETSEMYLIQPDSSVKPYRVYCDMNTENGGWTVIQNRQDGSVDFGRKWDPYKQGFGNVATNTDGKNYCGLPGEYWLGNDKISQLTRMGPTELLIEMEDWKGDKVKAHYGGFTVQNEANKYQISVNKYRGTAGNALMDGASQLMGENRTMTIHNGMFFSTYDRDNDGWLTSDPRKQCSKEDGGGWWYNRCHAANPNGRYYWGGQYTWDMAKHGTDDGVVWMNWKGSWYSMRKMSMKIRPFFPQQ
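Test system: human clot-derived fibrin DD(E) complex / Quantity: 2 µM final DD(E) protein / Incubation: 10 min plus 3 h, room temperature / Measured by: fluorescence polarization / Benchmarks: high control of 10 µM Aha-Tn7 peptide / Replicates: singlicate testing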
DDE Tn6 FP inh = inhibitors of Tn6 peptide binding to fibrin DD(E), primary screen, biochemical, fluorescence polarization, human fibrin, Tn6 probe; Fibrinogen beta chain (Homo sapiens), P02675; inhibition, % at 8.3 µM; hit rate 0.21% among 370,000; Fibrin DD(E) TRITC-Tn6 fluorescence polarization displacement; AID 720509, 2013;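 active means inhibition above a per-campaign cutoff: mean of compounds within control limits plus 3 SD, cut at about 15% in these data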;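 further: 0% = median of all compound wells on the plate and 100% = blocking peptide control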
ADAM10 inh = human ADAM10 inhibitors, primary screen, biochemical, QFRET, HTS. Disintegrin and metalloproteinase domain-containing protein 10 (Homo sapiens), O14672. recombinant ADAM10, EDANS/DABCYL FRET peptide cleavage, 3 h. inhibition, % at 7 µM. hit rate 0.62% among 370,000. AID 720582, 2013;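 active means inhibition above a per-campaign cutoff equal to the mean of compounds falling between control-based bounds plus 3 SD, cut at about 20% in these data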;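 further: 0% = DMSO wells while the 100% control is not disclosed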
Active calls of the source: *; i = inactive; nt = no result given.

SMILES	ARFGAP1 inh	PLCg1 inh	ADAM17 inh	LEDGF integ inh	proKLK7 act	TDP2 absorb	ASAP1 GAP inh	Tn7 DDE FP	DDE Tn6 FP inh	ADAM10 inh
O=C(COC(=O)c1ccc(Cl)nc1)NCc1ccco1	-3	1	-1	-1	0.3	2	2	-9	0	-6
COc1ccc2c(c1)OC/C(=C/c1cccs1)C2=O	2	-5	2	-3	-0.2	12	16	1	-1	2
C[C@H](CO)N1C[C@H](C)[C@@H](CN(C)C(=O)C2CCOCC2)Oc2ncc(Br)cc2C1=O	-3	1	-2	-1	0.0	4	-17	5	11	-1
Cc1ccc(NC(=S)NC(=O)c2ccc(-c3ccc(Cl)cc3)o2)c(O)c1	5	2	1	6	0.2	-18	-5	1	6	-1
COC(=O)C1=C(C)N=C2SCCC(=O)N2C1/C=C/c1ccccc1 (centres undefined)	4	2	-4	-1	0.0	-13	0	1	0	-4
CC(C)NC(=O)COC(=O)/C=C/c1ccco1	2	0	-3	-3	-0.4	1	-10	7	-5	-3
O=C(NC(=O)c1ccc(Cl)c(Cl)c1)OC1CCS(=O)(=O)C1 (centres undefined)	13	0	0	-4	-0.4	7	-14	0	1	-4
NC(Cc1ccccc1)c1csc(Nc2cc(Oc3ccccc3)ncn2)n1 (centres undefined)	13	4	-1	1	-0.1	-1	-7	10	-10	-9
CCOC(=O)c1[nH]c(C)c(C(=O)N2CCN(c3ccc(OC)cc3)CC2)c1C	-8	0	-2	2	0.4	8	0	4	-2	-2
O=C(/C=C/c1ccccc1)Nc1ccc(Cl)cn1	2	3	-3	0	0.5	-6	-2	0	0	5
CCCc1nnc(NC(=O)CCCC(=O)O)s1	-4	6	3	-2	-0.2	-7	-5	-4	0	0
CN(CC(=O)Nc1ccccc1Sc1ccccc1)Cc1nc2ccccc2c(=O)[nH]1	-16	1	1	-2	-0.1	-2	-8	-1	-2	-3
C[C@H]1CN([C@@H](C)CO)S(=O)(=O)c2ccc(Br)cc2O[C@@H]1CN(C)C(=O)c1cccnc1	2	6	4	6	0.3	-4	12	-4	-4	-5
COc1cc(NC(=O)COC(=O)c2ccc(C)c(S(=O)(=O)N3CCCCC3)c2)c(C)cc1[N+](=O)[O-]	-8	5	5	-1	0.6	2	3	1	4	17
Cc1cc(NC(=O)COC(=O)c2c(C)noc2C)ccc1Br	-15	0	-3	-1	0.5	0	8	2	6	-3
COc1ccc(-c2nn(-c3ccccc3)cc2C(=O)N2c3ccc(C)cc3C3CN(C)CCC32)cc1 (centres undefined)	13	1	-1	2	0.4	-3	-2	7	-8	-5
COc1cccc(Nc2nc3ccccc3nc2NS(=O)(=O)c2cccs2)c1	3	-37	-3	-3	0.2	12	1	8	4	-16
COc1ccc(NC(=O)C(c2ccccc2)n2c(=O)c(-c3cc4ccccc4[nH]3)nc3ccccc32)cc1 (centres undefined)	0	i	-93	3	-53	4	5	-2	-5	-271
CCc1nc2ccc(C(=O)NCc3cccs3)cn2c1N(CC)CCOC	3	-1	-3	-2	0.7	-2	-12	1	3	-18
CCOC(=O)N1CCN(C(=O)Cn2ncn3nc(-c4cccs4)cc3c2=O)CC1	-16	-1	-7	4	-0.1	7	-2	5	-3	-17
O=C(CN1C(=O)NC2(CCCc3ccccc32)C1=O)N1CCc2ccccc2C1 (centres undefined)	-2	2	-2	-5	0.2	2	-5	6	2	-16
CCC(C)[C@H](N)c1cn([C@@H](Cc2ccc(O)cc2)C(=O)N2CCNCC2)nn1 (some centres undefined)	-11	5	5	1	-0.1	4	-10	3	5	7
CCCCCCN1C[C@H](O)[C@@H](n2cc(-c3ccc(F)cc3)nn2)C[C@@H]1c1ccccc1	1	-2	6	5	0.3	-5	2	-5	-6	12
Cc1cccc(/C=N\Nc2cn[nH]c(=O)c2Cl)c1	-3	-13	-5	-2	0.2	-3	-8	8	2	3
Cc1cccc(C2c3[nH]c4ccccc4c3CCN2C(=O)Cc2nc(-c3ccccc3)n[nH]2)n1 (centres undefined)	-20	-9	0	-4	0.2	-2	-3	4	1	8
Cc1ccc(-c2nn(CCC(=O)O)cc2/C=C\C(=O)c2ccc(Br)cc2)cc1	5	-5	3	1	0.1	10	4	-2	-5	11
CC(OC(=O)C1=COCCO1)C(=O)Nc1cc(S(=O)(=O)N2CCCCC2)ccc1Cl (centres undefined)	17	1	1	5	0.6	-9	13	6	1	-4
O=C(c1ccco1)N1CCN(C(=O)C2CC(=O)N(c3ccc(Cl)cc3)C2)CC1 (centres undefined)	11	7	1	1	-0.5	-15	-2	-3	9	4
CC(C)CNc1nc(Oc2ccc(=O)[nH]n2)nc(N2CCOCC2)n1	-5	4	2	0	-0.1	-2	-9	-1	3	4
Cn1c(C(=O)Nc2ccc(Cl)cc2)cc2cc(Cl)ccc21	-2	-3	-4	-1	0.8	-1	7	1	1	-4
O=C(CN(C(=O)CCC(=O)Nc1nccs1)c1ccc(F)cc1)NCc1ccc2c(c1)OCO2	7	1	-1	-3	-0.1	0	-4	7	2	1
CCSc1nnc(NC(=O)[C@@H](NC(=O)c2ccccc2)C(C)C)s1	-4	2	0	2	-0.2	-2	-1	-3	-4	-2
COc1cccc(CNC(=O)c2ccccc2N)c1	0	-80	-126	2	2.4	1	4	1	3	-396
CC1CCN(c2ccccc2NC(=O)c2ccc(F)cc2)CC1	3	0	0	2	-0.3	-4	7	-2	-4	2
O=C(NCc1ccccc1)C1(C(=O)C2CC2)CC(c2ccccn2)=NO1 (centres undefined)	nt	7	2	4	-0.5	2	nt	7	5	-3
Cc1ccc(S(=O)(=O)N(CC(=O)NCC2CCCO2)Cc2cccc(C)c2)cc1 (centres undefined)	7	2	1	3	-0.8	5	-21	3	11	9
CCCCNC(=O)Cn1c(=O)n(C)c2ccccc21	-3	0	-1	-2	-0.2	7	-5	-2	12	-10
CC(=O)c1ccc(-c2ccc(-c3cc(=O)oc4c(C(C)C)ccc(C)c34)cc2)cc1	-8	3	2	-1	-0.7	-4	-7	-6	6	1
O=C(CCc1nnc2ccc(NCc3ccccc3)nn12)NC1CCCC1	11	-4	-8	-2	0.0	12	-12	6	4	-10
CC(C)(C)Cc1nnc(NS(=O)(=O)c2ccc(F)cc2)s1	1	7	3	-1	0.9	-14	11	-5	-3	5

Compound profiles, as listed above. Values in the order: ARFGAP1 inh	PLCg1 inh	ADAM17 inh	LEDGF integ inh	proKLK7 act	TDP2 absorb	ASAP1 GAP inh	Tn7 DDE FP	DDE Tn6 FP inh	ADAM10 inh
CC(OC(=O)C1=COCCO1)C(=O)Nc1cc(S(=O)(=O)N2CCCCC2)ccc1Cl (centres undefined) reads 17	1	1	5	0.6	-9	13	6	1	-4
COc1cc(NC(=O)COC(=O)c2ccc(C)c(S(=O)(=O)N3CCCCC3)c2)c(C)cc1[N+](=O)[O-] reads -8	5	5	-1	0.6	2	3	1	4	17

New compounds follow.
SMILES	ARFGAP1 inh	PLCg1 inh	ADAM17 inh	LEDGF integ inh	proKLK7 act	TDP2 absorb	ASAP1 GAP inh	Tn7 DDE FP	DDE Tn6 FP inh	ADAM10 inh
Nc1ccc(-c2ccc(C(=O)O)s2)cn1	2	-419	i	-3	19*	7	7	-2	-3	i
O=C(Nc1ccccc1C(F)(F)F)N1CCC(n2c(=O)[nH]c3ccccc32)CC1	3	7	2	-2	0.5	-12	-6	-6	2	4
Cc1ccc(S(=O)(=O)c2nc(-c3ccccc3)oc2NCc2cccnc2)cc1	6	-8	0	0	0.4	-5	22	-4	-8	7
O=C(Nc1ncc(Cc2ccccc2)s1)C1COc2ccccc2O1 (centres undefined)	8	2	-1	-2	0.4	-7	5	5	0	-1
Cc1c(Cl)cccc1NC(=S)N1CCCN(Cc2ccccc2F)C1	9	4	-1	0	-0.4	6	6	-4	1	1
N#Cc1c(N)n[nH]c1Cc1cccc2ccccc12	10	0	-5	-1	0.3	-3	6	-2	6	-1
Cc1nn(Cc2ccccc2)c2sc(C(=O)N3CCN(Cc4ccc5c(c4)OCO5)CC3)cc12	-12	4	2	-2	1.0	7	8	-1	1	5
O=C(Nc1cc(S(=O)(=O)N2CCCCC2)ccc1N1CCCCC1)c1ccncc1	7	7	3	3	0.1	-14	15	-1	-1	15
CC1(C)CC(=O)c2cnc(NC(=O)c3ccco3)nc2C1	8	1	-4	1	-0.7	5	10	5	1	-5
COc1ccc(/C=C2/CN(Cc3ccc(OC)cc3OC)C3=NC(c4ccc5ccccc5c4)CC(=O)N32)cc1 (centres undefined)	nt	-78	-8	2	nt	2	nt	0	2	-44
CNC(=O)CN(c1cc([N+](=O)[O-])ccc1OC)S(C)(=O)=O	-6	2	1	1	0.3	2	-1	4	3	-9
COc1ccc(OC)c(/C=C2\SC(N3CCCC(C)C3)=NC2=O)c1 (centres undefined)	1	i	-14	1	-1.3	-11	3	2	-9	-8
O=C(O)CCCCCCCCc1cn(CN2C(=O)c3ccccc3C2=O)nn1	-5	2	-4	-2	0.3	-1	-8	1	0	-3
CCc1ccccc1N1C(=O)C2C3C=CC(CC3)C2C1=O (centres undefined)	8	2	-2	-1	-0.6	0	1	1	-1	-4
CC(C)N(C(=O)[C@H]1C[C@H](CC(=O)NCc2ccco2)C(=O)N2CCc3c([nH]c4ccc(Cl)cc34)[C@]12C)C(C)C	-7	6	5	4	0.4	-7	0	1	3	9
CCS(=O)(=O)N1Cc2ccccc2CC1C(=O)N(C)CC(=O)Nc1ccc(OC)cc1 (centres undefined)	5	-1	-6	-2	-0.4	-3	-3	3	1	-8
CCc1ccc(-c2cc(C)no2)cc1S(=O)(=O)N1CCN(c2ccc(F)cc2)CC1	5	0	5	-2	-1.0	-10	-2	5	0	8
